SENP8 block: human SENP8 protease inhibitors, primary screen, biochemical, fluorescence, Nedd8 protein substrate, uHTS; Sentrin-specific protease 8 (Homo sapiens), Q96LD8; recombinant SENP8; inhibition, % at 20 µM; 0.64% of 360,000 active; AID 602440, 2012; in the data active = inhibition mostly above about 40%, no sharp cut-off; inactive = mostly below about 27%
MPTP inh: mitochondrial permeability transition pore inhibitors, primary screen, biochemical, isolated mouse mitochondria, absorbance; Ca2+ swelling absorbance, 30 min; inhibition, % at 10 µM; 1.4% of 360,000 active; AID 602449, 2012;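 active = inhibition of 50% or more, scaled per plate between neutral and stimulator controls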;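 note: 0% = DMSO wells given calcium and 100% = 1 mM EGTA wells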
PfGluPho inh: PfG6PD enzyme inhibitors, primary screen, biochemical, fluorescence intensity, uHTS; glucose-6-phosphate dehydrogenase-6-phosphogluconolactonase (Plasmodium falciparum 3D7); PfGluPho enzyme, NADPH resazurin-diaphorase fluorescence; inhibition, % at 20 µM; 0.78% of 350,000 active;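 active = inhibition reaching at least a set limit at 20 µM in the primary screen, cut at about 59% in these data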;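 note: 0% = DMSO wells with substrate and 100% = DMSO wells lacking glucose-6-phosphate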
hIAP activ: human IAP activators, primary screen, biochemical, luminescence, uHTS. 0.16% of 330,000 active. Intestinal-type alkaline phosphatase (Homo sapiens), P09923. activation factor at 10 µM. purified human IAP, CDP-Star luminescence, 30 min; hits give high values; 1 = vehicle-only enzyme, 0 = enzyme-free background. AID 2524, 2010;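 active = activation factor of the enzyme at least 2-fold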; note: the source names both 10 and 20 µM as test concentration; values of inactives mirror those of a sister screen read the other way
Target sequence (P09923 whole entry, looked up): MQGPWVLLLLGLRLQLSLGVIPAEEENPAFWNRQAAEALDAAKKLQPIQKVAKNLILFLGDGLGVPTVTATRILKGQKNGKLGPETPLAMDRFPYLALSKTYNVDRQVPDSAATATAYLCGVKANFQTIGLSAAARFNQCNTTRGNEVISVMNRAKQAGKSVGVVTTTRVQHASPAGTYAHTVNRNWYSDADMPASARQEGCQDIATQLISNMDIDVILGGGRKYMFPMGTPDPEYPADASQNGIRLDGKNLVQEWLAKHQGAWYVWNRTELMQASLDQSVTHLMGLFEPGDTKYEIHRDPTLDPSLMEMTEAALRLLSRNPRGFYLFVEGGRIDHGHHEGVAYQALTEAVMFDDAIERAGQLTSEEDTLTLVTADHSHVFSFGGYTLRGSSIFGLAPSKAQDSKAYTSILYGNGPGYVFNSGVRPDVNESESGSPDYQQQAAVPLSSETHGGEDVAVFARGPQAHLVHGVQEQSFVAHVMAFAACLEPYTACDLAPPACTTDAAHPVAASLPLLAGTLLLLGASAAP
NR3A LBD binder: binders of NR3A ligand-binding domain, primary screen, biophysical, differential scanning fluorimetry, uHTS | Glutamate receptor ionotropic, NMDA 3A (GRIN3A) ligand-binding domain | NR3A LBD differential scanning fluorimetry, Tm shift; 0% = protein alone, 100% = glycine-bound protein | Tm shift relative to glycine control, % at 25 µM | 2.5% of 340,000 active;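 active = melting temperature shift of at least 10% of the positive control shift, at one fixed dose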
SENP1 FRET inh: human SENP1 catalytic domain inhibitors, primary screen, biochemical, FRET, uHTS. 0.21% of 360,000 active. recombinant SENP1 catalytic domain, CyPet-SUMO1-YPet FRET cleavage. inhibition, % at 10 µM. Sentrin-specific protease 1 (Homo sapiens), Q9P0U3;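 active = inhibition at least 30% at 10 µM, raw YFP signal under a set limit, fluorescence ratio 0.5 to 1.5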;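 note: 0% = enzyme with DMSO and 100% = no enzyme wells; some results filed as inactive read as strong as hits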
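system = hSENP1 catalytic domain, recombinant | reagent = SFCypet-SUMO1-SFYpet substrate at 25 nM | doses = one dose per compound, 10 µM, 0.5% DMSO | incubation = enzyme reaction for 50 min at room temperature, dark | measured by = FRET, CFP and YFP emission | controls = no-enzyme low, enzyme-DMSO high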
SENP6 block: SENP6 protease inhibitors, primary screen, biochemical, luminescence, uHTS | Sentrin-specific protease 6 (Homo sapiens), Q9GZR1 | Recombinant SENP6 catalytic domain, aminoluciferin luminescence | inhibition, % at 10 µM | 1.8% of 330,000 active | AID 2599, 2010;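 active = inhibition above about 50% at the single tested dose, limit read from the data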;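 note: plate controls were DMSO wells with enzyme for no effect and DMSO wells lacking enzyme for full effect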
ATG4B inh: ATG4B protease inhibitors, primary screen, biochemical, fluorescence, uHTS; ATG4B cleavage of LC3-PLA2, NBD-HPC fluorescence, 1 h; inhibition, % at 8.33 µM; 0.51% of 340,000 active; AID 504462, 2011; in the data active = inhibition above about 40%
Target sequence (Q9Y4P1 whole entry, looked up): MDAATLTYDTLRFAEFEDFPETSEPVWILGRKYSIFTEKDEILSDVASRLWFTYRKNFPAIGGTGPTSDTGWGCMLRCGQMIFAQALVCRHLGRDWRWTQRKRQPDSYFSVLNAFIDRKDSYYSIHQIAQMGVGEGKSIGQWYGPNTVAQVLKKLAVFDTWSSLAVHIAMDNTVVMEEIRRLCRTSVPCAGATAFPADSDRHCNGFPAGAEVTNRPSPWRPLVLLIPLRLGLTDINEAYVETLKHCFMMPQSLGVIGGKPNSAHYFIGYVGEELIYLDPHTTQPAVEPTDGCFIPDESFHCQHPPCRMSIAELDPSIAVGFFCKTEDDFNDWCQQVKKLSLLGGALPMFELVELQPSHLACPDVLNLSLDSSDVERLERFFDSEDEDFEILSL
Starred values were filed as active, the others as inactive; · = not tested or not shown.

SMILES	SENP8 block	MPTP inh	PfGluPho inh	hIAP activ	NR3A LBD binder	SENP1 FRET inh	SENP6 block	ATG4B inh
O=C(COc1ccccc1)NCC(=O)NC1CCCCC1	15	-0.2	-15	1.1	-1	1	5	3
CCOC(=O)COc1ccc2c(c1)c(C(=O)OCC)c(C)n2CC	7	19	19	0.82	0	2	-12	-11
CCOC(=O)N1CCN(C(=O)c2cc(C)c3c(C)nn(-c4ccccc4)c3n2)CC1	-71	-1.2	3	0.99	-1	4	4	-1
CN(C)CCN(Cc1ccccc1)S(=O)(=O)c1csc(C(N)=O)c1	16	-2.4	7	1.1	1	3	-18	-6
C(=N\n1cnnc1)/c1ccc(OC2CSC2)cc1	23	-2.3	-3	1	-1	2	-35	13
Clc1ccc(C2Nc3ccccc3-n3cccc32)cc1 (configuration not stated)	-439	1.8	-4	1.1	0	-57	-10	3
O=c1c2ccccc2c(C=Nc2cccc(O)c2)c(O)n1-c1ccc2c(c1)OCO2	20	-1.6	-8	0.97	5	-104	-38	-3
O=C(Nc1ccccc1C(F)(F)F)c1cc(S(=O)(=O)N2CCC3(CC2)OCCO3)ccc1F	14	0.0	9	0.87	0	1	21	6
CCCCN(C(=O)NC(=O)Nc1cccc(C)c1C)S(C)(=O)=O	4	1.6	-6	0.87	-3	1	-25	26
CSc1ccc(CN2CCC(Oc3cccc(C(=O)N4CCCC4)c3)CC2)cc1	-2	0.3	5	1.2	0	-3	1	2
Cc1c(C(=O)N2CCCCCC2)c(S(=O)(=O)Nc2ccccc2F)c(C)n1C	13	1.1	-4	1.1	7	-3	-3	4
C=CCn1c(SCC(=O)Nc2ccc(C(=O)OC(C)C)cc2)nnc1-c1cccs1	4	-0.6	14	1.1	5	-1	11	5
CC(C)(C)c1nn(-c2ccccc2)c2[nH]c(=O)c(CNCc3ccc4c(c3)OCO4)cc12	-19	5.4	-17	1.5	2	-29	-16	2
Clc1ccc(NC2=NCCCCC2)cc1	19	-1.8	4	0.94	-1	-1	-15	-12
CC1CC(Nc2ccccc2N)=CC(=O)O1 (configuration not stated)	-6	0.7	-1	0.98	-1	6	-23	10
Cc1cc(Cl)cc(Cl)c1CNc1c([N+](=O)[O-])c(=O)oc2ccccc12	25	90*	-23	0.93	-7	-3	-14	6
COc1cc(OC)cc(C(=O)NCC2CCCN(C(=O)c3csc(C(C)C)n3)C2)c1 (configuration not stated)	10	0.4	8	0.97	0	2	17	-4
COc1ccccc1NCC(=O)c1ccc(C)c(C)c1	27	0.1	-1	1	-1	0	-10	9
COc1ccccc1CNC(=O)[C@H](C)NC(=O)C1CCN(C(=O)[C@@H]2CCCN2C(=O)OC(C)(C)C)CC1	45*	-1.2	-20	0.94	1	-1	1	-20
CCN(CC)S(=O)(=O)c1ccc(NC(=O)CSc2nc3nc(C)cc(C)c3c(=O)[nH]2)cc1	-87	0.8	3	·	-6	-7	·	-28
CC(=O)C1=C(C)NC(C)=C(C(C)=O)C1c1cccs1	-53	-2.2	0	1.2	0	-21	-22	-1
CC12CC3OC3CC1CCC1C2CCC2(C)C1CCC21OCCO1 (configuration not stated)	15	1.3	-11	·	-3	-1	·	3
CCNC(=S)NS(=O)(=O)c1ccc(F)cc1	7	-1.2	2	0.93	0	2	0	-2
Cc1ccc(-n2ncc3c(=O)n(CC(=O)N4CCCc5ccccc54)cnc32)cc1C	-34	-0.2	24	·	-3	-1	·	0
O=S(=O)(NC1CCCCC1Nc1ccccc1)c1ccccc1 (configuration not stated)	9	1.3	15	1.1	1	1	-9	0

(listing goes on)
SMILES	SENP8 block	MPTP inh	PfGluPho inh	hIAP activ	NR3A LBD binder	SENP1 FRET inh	SENP6 block	ATG4B inh
c1ccc(-c2ccc(-c3ccncn3)cc2)cc1	-99	0.8	15	1.1	-3	-2	61*	-8
Cc1cccc(-c2n[nH]c(=S)n2-c2ccccc2)c1[N+](=O)[O-]	9	1.9	41	1	-3	0	-5	-7
CCOC(=O)C1(C(=O)OCC)COC(=O)C2(CC)OC21 (configuration not stated)	1	-0.5	-3	·	0	-1	·	9
COc1ccc(N=Nc2ccc(O)c(P(=O)(c3ccccc3)c3ccccc3)c2)cc1	27	13	-17	0.87	0	4	-5	-3
COCC(C)NS(=O)(=O)c1ccc(NC(=O)C(Cc2ccccc2)NC(N)=O)cc1 (configuration not stated)	15	-0.5	-4	0.94	0	-2	-8	-4
CC(C)Nc1ccc(C(CC(N)=O)NC(=O)Cc2cccc3ccccc23)cc1[N+](=O)[O-] (configuration not stated)	18	0.6	0	0.83	0	41*	-6	-5
CCC(C)C(NC(=O)C1CCC(C)CC1)C(=O)NC(CCSC)C(=O)OC (configuration not stated)	12	-1.4	-1	0.88	0	2	2	2
O=C(Nc1cccc(Cl)c1)c1cncn1-c1ccc(F)cc1	8	-1.7	-14	0.97	-1	1	-4	-4
CCC(=O)N1CCN=C1SCc1ccccc1Cl	-4	-0.7	2	0.88	0	-2	11	-10
O=C(N/N=C/C=C/c1ccccc1[N+](=O)[O-])c1cc(-c2ccccc2)n[nH]1	30	4.8	29	1.5	-4	1	11	47*
C#CCOCCOCCOCCNc1nc(N2CCN(C(=O)[C@H](Cc3ccc(O)cc3)n3cc([C@@H](N)C(C)CC)nn3)CC2)nc(N2CCN(C(=O)[C@H](Cc3cc4ccccc4[nH]3)n3cc([C@@H](N)CC(C)C)nn3)CC2)n1 (some centres not stated)	·	·	36	1.2	-3	·	-13	-18
COc1ccc(NS(=O)(=O)c2cccc(C(=O)Nc3ccccc3C(=O)O)c2)cc1	25	1.2	5	0.98	-1	3	-11	-8
COc1ccccc1C(=O)Nc1ccc2c(c1)CCCN2C(=O)c1cccs1	3	0.1	-4	1.1	-1	2	54*	8
Cc1cccc(NC(=O)CCCN2C(=O)C(c3ccccc3)Oc3cccnc32)c1C (configuration not stated)	5	-0.1	-2	1.1	-4	0	-10	-1
CS(=O)(=O)c1ccc2nc(NC(=O)c3ccco3)sc2c1	-236	-0.8	4	0.94	-1	-1	24	-5
COc1ccccc1N1CCN(Cc2nc3ccccc3c(=O)n2CC(C)=O)CC1	13	1.2	-3	0.91	-2	-2	-12	-1
CSCCC(NC(=O)c1ccco1)C(=O)NC1CCCCCC1 (configuration not stated)	5	-2.8	5	1.2	3	0	0	1
COc1ccc(S(=O)(=O)Oc2c(OC)cc(C(=S)N3CCOCC3)cc2OC)cc1	25	0.3	40	1	-3	-1	-6	-8
Cc1ccc(C2(O)CN(c3ccccc3)C3=[N+]2CCS3)cc1 (configuration not stated)	8	0.2	-16	0.81	0	2	24	14
COCCOC(=O)/C(=C/c1ccc(OC(=O)c2ccccc2)cc1)C(C)=O	7	-0.2	11	1.1	1	4	-14	4
COc1ccccc1CCNC(=O)c1ccc(Br)s1	-6	-0.3	15	1.1	1	-1	-11	-2
COc1ccc(CN(C(=O)c2snc(C(N)=O)c2N)C(C(=O)NC(C)(C)C)c2ccco2)cc1 (configuration not stated)	-306	0.3	0	0.91	5	-9	-4	-5
O=c1cc(CN2CCN(CCO)CC2)c2cc3c(cc2o1)CCC3	-23	0.7	5	0.96	-2	0	11	-6
Cc1ccc(C)c(NC2=NS(=O)(=O)c3ccccc32)c1	13	-0.3	-1	1.1	0	2	-10	6
CC1(C)CC(=O)C=C(Nc2cccc(C(F)(F)F)c2)C1	-16	3.3	-3	1.1	-2	-1	-14	-1
COc1cccc(-n2cc(C(=O)NC(C)C)c3ccccc3c2=O)c1	-15	-1.7	-1	1.1	3	1	-14	2
CCOc1ccc(-n2c(SC)nc3c(c2=O)SCC3)cc1	5	0.0	-7	1	-1	1	-23	-11
COc1ccc(NC(=O)COC(=O)Cn2cnc3ccccc3c2=O)c(OC)c1	3	0.5	4	1	-1	3	-11	4
COc1ccc(C2c3[nH]c4ccccc4c3CCN2C(=O)c2cn3ccccc3n2)c(F)c1 (configuration not stated)	-6	0.1	14	1.1	-10	-2	-4	21
CC1CCC(C(C)C)C2=C1C(C#N)(C#N)C(C#N)(C#N)C(c1ccccc1)N2 (configuration not stated)	-119	3.4	43	1.1	-1	-39	6	2

By substructure, the compounds so far with a halogen (11)
SMILES	SENP8 block	MPTP inh	PfGluPho inh	hIAP activ	NR3A LBD binder	SENP1 FRET inh	SENP6 block	ATG4B inh
Clc1ccc(C2Nc3ccccc3-n3cccc32)cc1 (configuration not stated)	-439	1.8	-4	1.1	0	-57	-10	3
O=C(Nc1ccccc1C(F)(F)F)c1cc(S(=O)(=O)N2CCC3(CC2)OCCO3)ccc1F	14	0.0	9	0.87	0	1	21	6
Cc1c(C(=O)N2CCCCCC2)c(S(=O)(=O)Nc2ccccc2F)c(C)n1C	13	1.1	-4	1.1	7	-3	-3	4
Clc1ccc(NC2=NCCCCC2)cc1	19	-1.8	4	0.94	-1	-1	-15	-12
Cc1cc(Cl)cc(Cl)c1CNc1c([N+](=O)[O-])c(=O)oc2ccccc12	25	90*	-23	0.93	-7	-3	-14	6
CCNC(=S)NS(=O)(=O)c1ccc(F)cc1	7	-1.2	2	0.93	0	2	0	-2
O=C(Nc1cccc(Cl)c1)c1cncn1-c1ccc(F)cc1	8	-1.7	-14	0.97	-1	1	-4	-4
CCC(=O)N1CCN=C1SCc1ccccc1Cl	-4	-0.7	2	0.88	0	-2	11	-10
COc1ccccc1CCNC(=O)c1ccc(Br)s1	-6	-0.3	15	1.1	1	-1	-11	-2
CC1(C)CC(=O)C=C(Nc2cccc(C(F)(F)F)c2)C1	-16	3.3	-3	1.1	-2	-1	-14	-1
COc1ccc(C2c3[nH]c4ccccc4c3CCN2C(=O)c2cn3ccccc3n2)c(F)c1 (configuration not stated)	-6	0.1	14	1.1	-10	-2	-4	21

Screening data deposited in PubChem by Sanford-Burnham Center for Chemical Genomics.
